Mcl1 Noxa PPI = disrupts binding of human Mcl-1 to Noxa peptide | hit rate 1.5% among 220,000 | TR-FRET Mcl-1/Noxa peptide binding, 2 h | Q07820 | inhibition, % at 21.7 µM;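 active means compounds that cut the protein-peptide binding signal by more than 50% relative to plate controls in a single-dose test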;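 further: His-tagged Mcl-1 with rhodamine Noxa BH3 peptide and terbium anti-His antibody; 0% = Mcl-1 plus Noxa peptide wells and 100% = peptide-only wells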
Target sequence (Q07820 whole entry, looked up): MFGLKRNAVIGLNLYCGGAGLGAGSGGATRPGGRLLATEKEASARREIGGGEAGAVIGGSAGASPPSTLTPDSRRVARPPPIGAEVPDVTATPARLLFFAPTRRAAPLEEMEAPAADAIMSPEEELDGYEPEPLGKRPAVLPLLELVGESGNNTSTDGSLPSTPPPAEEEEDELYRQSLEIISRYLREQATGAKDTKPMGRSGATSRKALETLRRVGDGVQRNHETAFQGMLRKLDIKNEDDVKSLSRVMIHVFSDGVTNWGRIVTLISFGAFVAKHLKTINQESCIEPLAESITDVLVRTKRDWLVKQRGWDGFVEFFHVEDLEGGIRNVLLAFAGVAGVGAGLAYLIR
GSH bead fluor = compound fluoresces at 488/530 nm on GSH beads | GSH beads flow cytometry, compound fluorescence 488/530 nm; hits give high values | fluorescence (KMESF) at 10 µM | hit rate 0.25% among 190,000 | AID 1776; in the data active means fluorescence above about 89;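 further: glutathione beads carrying GST-tagged Bcl family fusion proteins plus one bare bead set; values are compound well signal with DMSO vehicle wells as background; inactives centre near 16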
Cdc42 wt = modulators (inhibitors or activators) of GTP binding to human Cdc42 wildtype; P60953; GST-Cdc42 beads, Bodipy-GTP binding, flow cytometry; actives lie on both sides; percent activity (GTP binding), % at 10 µM; hit rate 0.2% among 190,000;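 active means percent activity GTP binding at least 20 points away from the 100% baseline, either down as inhibitor or up as activator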;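 further: median bead fluorescence of bound Bodipy-FL-GTP at 100 nM; 0% = excess unlabeled GTP control and 100% = no compound control; below 100% means less GTP binding so inhibitor and above means activator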
Target sequence (P60953 whole entry, looked up): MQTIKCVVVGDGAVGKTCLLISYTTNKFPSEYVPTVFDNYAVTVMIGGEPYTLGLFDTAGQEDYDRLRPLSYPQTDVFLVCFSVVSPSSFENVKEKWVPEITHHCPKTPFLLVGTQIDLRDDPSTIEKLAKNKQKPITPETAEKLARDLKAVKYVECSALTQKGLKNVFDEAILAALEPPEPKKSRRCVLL
Mcl1 Bid PPI = disrupts binding of human Mcl-1 to Bid peptide | Q07820 | TR-FRET Mcl-1/Bid-Dy647 peptide binding, 1536-well | inhibition, % at 21.7 µM | hit rate 0.97% among 220,000;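 active means compounds that cut the binding signal by more than half at the single screening dose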;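 further: His-tagged Mcl-1 with europium anti-His antibody binding Bid BH3 peptide; 0% = Mcl-1 plus peptide wells and 100% = peptide-only wells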
HRas wt GTP = changes GTP binding to wildtype human HRas; P01112; hit rate 0.14% among 190,000; GTP binding activity, % at 10 µM; GST-Ras wt beads, Bodipy-FL-GTP binding, flow cytometry; actives lie on both sides;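 active means GTP binding activity at least 20% away from the 100% baseline, either lowered as inhibitor or raised as activator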;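 further: 0% = unlabeled GTP competition control and 100% = no-compound control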
Target sequence (P01112 whole entry, looked up): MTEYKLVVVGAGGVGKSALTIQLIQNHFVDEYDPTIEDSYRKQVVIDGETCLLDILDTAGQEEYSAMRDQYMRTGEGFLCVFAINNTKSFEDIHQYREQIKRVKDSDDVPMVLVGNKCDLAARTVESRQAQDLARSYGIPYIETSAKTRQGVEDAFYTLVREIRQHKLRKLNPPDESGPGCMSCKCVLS
Rac1 mut GTP = alters GTP binding to activated mutant human Rac1 | hit rate 0.11% among 190,000 | GST-Rac1 activated beads, fluorescent GTP binding, flow cytometry; actives lie on both sides; 100% means binding = to untreated wells | percent activity (GTP binding), % at 10 µM | AID 764;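 active means GTP binding at least 20 percentage points away from the 100% baseline, in either direction, so actives lie on both sides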
Rab2 wt GTP = changes GTP binding to wildtype dog Rab2A, up or down; GST-Rab2 wt beads, Bodipy-GTP binding, flow cytometry; AID 760; P61105; GTP binding activity, % at 10 µM; hit rate 0.19% among 190,000;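 active means GTP binding activity at least 20 points away from 100%, either lowered or raised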;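 further: 0% = beads with excess unlabeled GTP and 100% = no-compound control corrected for plate trend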
Pf gametocyte = P. falciparum stage V gametocyte viability inhibition | P. falciparum stage V gametocytes, ATP luminescence, 24 h | inhibition, % at 10.9 µM | hit rate 0.065% among 150,000;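 active means inhibition above the mean plus 3 SD of compounds within the control limits, set per campaign, cut at about 38% in these data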;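 further: 0% = DMSO wells and 100% = medium only without gametocytes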
Rac1 wt modul = alters GTP binding to wildtype human Rac1; GST-Rac1 beads, fluorescent GTP binding, flow cytometry; actives lie on both sides; 0 = cold GTP competed, 100 = untreated; GTP binding activity (% of control), % at 10 µM; hit rate 0.27% among 190,000; AID 757;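 active means GTP binding activity at least 20 points away from the 100% control level, either lower or higher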
Avidin fluor = avidin bead compound fluorescence profile. Avidin beads, compound fluorescence 488/530 nm, flow cytometry; hits give high values. fluorescence (KMESF) at 10 µM. hit rate 0.38% among 220,000. AID 1775; in the data active means fluorescence above about 47; further: inactives centre near 10
Rab7 wt GTP bind = modulators of GTP binding to dog Rab7 wildtype GTPase; GST-Rab7 beads, fluorescent GTP binding, flow cytometry; actives lie on both sides; untreated = 100%, excess cold GTP = 0%; GTP binding activity (percent of control), % at 10 µM; hit rate 0.055% among 190,000; AID 758;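 active means fluorescent GTP binding to Rab7 beads changed by at least 20 points from the 100% baseline, either direction, mostly lower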;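 further: median green fluorescence of bound Bodipy-FL-GTP per Rab7 bead population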
An asterisk follows results filed as active; nt = no result given; & = joins results of further samples.

The opening 3 compounds as a preview:
mol,Mcl1 Noxa PPI,GSH bead fluor,Cdc42 wt,Mcl1 Bid PPI,HRas wt GTP,Rac1 mut GTP,Rab2 wt GTP,Pf gametocyte,Rac1 wt modul,Avidin fluor,Rab7 wt GTP bind
COc1ccccc1N1CCN(C(=O)c2cc3n(n2)C(C(F)(F)F)CC(c2ccco2)N3)CC1 (centres undefined),4,8,101,-28,99,101,97,nt,106,7,97
O=C(NCCSc1c[nH]c2ccccc12)C1CC1,-7,19,104,-42,103,101,101,nt,109,5,99
CC(=O)Nc1nc(SCc2ccc(Cl)cc2Cl)n[nH]1,23,10,100,-5,98,95,96,21,100,23,95

This part in full, repeating the preview:
mol,Mcl1 Noxa PPI,GSH bead fluor,Cdc42 wt,Mcl1 Bid PPI,HRas wt GTP,Rac1 mut GTP,Rab2 wt GTP,Pf gametocyte,Rac1 wt modul,Avidin fluor,Rab7 wt GTP bind
COc1ccccc1N1CCN(C(=O)c2cc3n(n2)C(C(F)(F)F)CC(c2ccco2)N3)CC1 (centres undefined),4,8,101,-28,99,101,97,nt,106,7,97
O=C(NCCSc1c[nH]c2ccccc12)C1CC1,-7,19,104,-42,103,101,101,nt,109,5,99
CC(=O)Nc1nc(SCc2ccc(Cl)cc2Cl)n[nH]1,23,10,100,-5,98,95,96,21,100,23,95
CCOc1ccc(/C=C2\N=C(c3cccs3)OC2=O)cc1OC,36,17,93,21,94,95,96,nt,99,6,96
O=C(CSc1nnc(-c2ccncc2)o1)Oc1ccccc1,19,57,105,-28,102,99,102,nt,109,11,103
Cc1cc(NC(=O)Cc2csc(-c3ccccc3)n2)ccc1Br,-3,11,100,-26,97,96,100,nt,101,3,97
CC(C)(C)N1CC2(c3ccccc3)CN(C(C)(C)C)CC(c3ccccc3)(C1)C2=O,0,14,104,-20,102,102,99,nt,107,18,98
COc1ccc(C(=O)NCCCN2CCCC2=O)cc1,7,21,99,-10,96,95,96,-13,96,10,96

6 of the entries above in order of their number in Mcl1 Bid PPI, highest first.
Compound | Mcl1 Noxa PPI | GSH bead fluor | Cdc42 wt | Mcl1 Bid PPI | HRas wt GTP | Rac1 mut GTP | Rab2 wt GTP | Rac1 wt modul | Avidin fluor | Rab7 wt GTP bind
CC(=O)Nc1nc(SCc2ccc(Cl)cc2Cl)n[nH]1 | 23 | 10 | 100 | -5 | 98 | 95 | 96 | 100 | 23 | 95
COc1ccc(C(=O)NCCCN2CCCC2=O)cc1 | 7 | 21 | 99 | -10 | 96 | 95 | 96 | 96 | 10 | 96
CC(C)(C)N1CC2(c3ccccc3)CN(C(C)(C)C)CC(c3ccccc3)(C1)C2=O | 0 | 14 | 104 | -20 | 102 | 102 | 99 | 107 | 18 | 98
Cc1cc(NC(=O)Cc2csc(-c3ccccc3)n2)ccc1Br | -3 | 11 | 100 | -26 | 97 | 96 | 100 | 101 | 3 | 97
O=C(CSc1nnc(-c2ccncc2)o1)Oc1ccccc1 | 19 | 57 | 105 | -28 | 102 | 99 | 102 | 109 | 11 | 103
O=C(NCCSc1c[nH]c2ccccc12)C1CC1 | -7 | 19 | 104 | -42 | 103 | 101 | 101 | 109 | 5 | 99

Other compounds follow.
mol,Mcl1 Noxa PPI,GSH bead fluor,Cdc42 wt,Mcl1 Bid PPI,HRas wt GTP,Rac1 mut GTP,Rab2 wt GTP,Pf gametocyte,Rac1 wt modul,Avidin fluor,Rab7 wt GTP bind
O=C(c1cccc(COc2cccc3ccccc23)c1)N1CCCC1,23,51,97,4,98,96,95,2,95,10,93
Oc1cccc(/C=N/Nc2cc(N3CCCC3)nc(N3CCCC3)n2)c1,18,6,98,-72,96,97,94,nt,91,15,95
CC(C)(C)c1ccc(C(=O)CCCSC2=C(C#N)C(c3ccco3)C3=C(CCCC3=O)N2)cc1 (centres undefined),-2,22,94,-15,97,95,97,-2,96,22,93
CCNc1nc(NCC)n2c(SCC(=O)Nc3ccc(C(F)(F)F)cc3[N+](=O)[O-])nnc2n1,-2,7,101,-2,101,98,98,3,105,1,103
O=C(c1ccc(Cn2cc([N+](=O)[O-])cn2)o1)N1N=C(C(F)F)CC1(O)C(F)F (centres undefined),-6,17,102,-12,102,100,100,nt,107,25,99
O=C(c1ccc(Br)s1)N1CCN(C/C=C/c2ccccc2)CC1,43,16,105,-8,104,100,104,nt,100,11,101
O=C(Cc1cccs1)Nc1ccccc1C(=O)O,12,53,106,4,104,99,104,nt,101,12,102
C=CCn1c(SCc2c(C)noc2C)nc2cc(C(=O)O)ccc2c1=O,-6,16,99,0,98,97,96,-5,98,15,90
O=C(c1cnn2c(C(F)(F)F)cc(-c3cccs3)nc12)N1CCOCC1,10,19,100,69*,100,99,102,-5,108,9,105
COc1ccc(NC(=S)NN2CCN(C)CC2)cc1,nt,29,98,-35,97,95,97,nt,92,10,95
CC(C)(C)NC(=O)c1ccc2c(c1)C1C3CCC(C3)C1C(c1ccccc1)N2 (centres undefined),-1,11,93,-21,101,100,100,nt,104,17,102
COc1ccc(C(c2sc3nc(C)nn3c2O)N2CCc3ccccc3C2)cc1 (centres undefined),7,22,94,2,97,98,98,nt,102,8,102
O=C(CCn1nnc(-c2cccs2)n1)N1CCc2ccccc2C1,2,52,98,-4,99,97,98,12,97,8,97
C=CCn1c(C)cc(C)c(C#N)c1=O,-16,14,106,-16,104,101,105,15,104,35,100
CCCc1nc2ccccc2c(=O)n1NC(=O)c1c(O)c2cccc3c2n(c1=O)CCC3,-45,28,97,-13,96,95,96,nt,98,14,97
CCc1nnc(N2C(=N)SCC2=O)s1,21,9,90,4,90,84,90,-14,89,9,101
O=C(NN(C(=O)C1CC1)c1nc2ccccc2s1)C1CC1,2,11,101,-30,102,98,102,0,106,4,102
COc1ncccc1-c1nnn(-c2ccc(F)cc2)n1,22,22,97,3,98,95,97,16,98,6,97
O=C(CN1C(=O)S/C(=C/c2cccnc2)C1=O)N1CCOCC1,31,11,83,-2,78*,91,70*,-13,94,1,88
COc1ccc(N2CCN(C(=O)C(=O)c3c(C)n(C)c4ccccc34)CC2)cc1,14,10,97,-54,96,96,95,-18,96,5,91
CN(C)C(=O)c1ccc(N/C=C(\C=O)c2nc3ccccc3o2)cc1,1,9,98,2,98,98,99,7,103,10,103
CCOC(=O)COc1cc(-n2c(=S)[nH]c3ccccc3c2=O)c(Cl)cc1Cl,-14,12,97,-24,93,93,93,11,97,15,91
Cc1nc2cc(N3CCCCC3)c(NC(=O)c3ccncc3)cc2c(=O)n1Cc1ccccc1,11,20,102,36,102,100,104,nt,99,14,93
Cn1c(N2CCN(C(=O)Nc3ccc(F)cc3)CC2)nc2ccccc21,4,18,98,-4,98,97,98,-30,100,nt,97
N#Cc1c(-c2ccco2)ccn(Cc2ccc(F)cc2)c1=O,-3,11,98,-12,99,93,97,5,96,23,102
O=C(CN1CCN(Cc2ccccc2Cl)C1=O)NCc1ccco1,-5,26,99,-17,95,97,95,14,99,18,94
CCCCN(CCCC)c1ncnc2nc[nH]c12,9,12,94,8,96,95,95,14,98,19,99
CC1CCC(C(C)C)C(OC(=O)Cn2c(-c3ccc(Br)cc3)[n+](C)c3ccccc32)C1 (centres undefined),9&10,14&14,97,-22&-1,97,97,96,-38&18,97,9&12,92
CC1(C)Cc2nc(Cl)c(C#N)cc2CO1,-6,11,97,-15,97,95,95,13,98,11,95
CCC(C)NC(=O)c1ccccc1NC(=O)C(C)N(c1ccccc1)S(C)(=O)=O (centres undefined),-1,17,105,7,105,101,105,2,103,12,105
CC(C)Nc1nc(NC(C)C)nc(Oc2ccc(OCc3ccccc3)nn2)n1,-1,34,102,-11,99,101,102,12,104,14,101
CCN(CC)c1ccc(CN(C(=O)c2ccco2)C2CCS(=O)(=O)C2)cc1 (centres undefined),3,15,102,-11,102,102,101,nt,109,8,100
COc1cc2c(cc1OC)C(C(=O)N1CCCCC1)C(c1ccccc1F)N(C)C2=O (centres undefined),21,25,95,-4,97,94,96,nt,99,3,98
CCOC(=O)C1CCN(C(=O)COc2cc(C)c(Br)cc2C)CC1,4,28,100,-23,99,95,99,nt,98,14,99
CC(OC(=O)c1ccccc1O)C(=O)Nc1ccc(Cl)cn1 (centres undefined),0,14,95,-18,94,92,93,nt,94,10,94
CC(NC(=O)c1cc(-c2cccs2)on1)c1ccccc1 (centres undefined),1,24,99,4,100,98,100,-6,103,27,99
Cc1ccc(CC2C(=O)N(CC(=O)O)C(=O)C2C)cc1 (centres undefined),8,24,102,-24,103,98,100,13,103,4,103
CCCc1nc2oc3c(=O)[nH]cnc3c2c2c1CCCC2,11,15,82,-1,82,85,81,0,79*,3,93
O=C(Nc1ccc2c(c1)CCC2)C1CCCN(c2ncccn2)C1 (centres undefined),-26,67,103,-3,106,103,106,18,100,13,99
O=C(CCNc1n[nH]c(=O)[nH]c1=O)N1CCCCC1,6,20,107,-11,108,102,106,5,106,13,105
